MT1-MMP act inh = inhibitors of human MT1-MMP activation | P50281 | HT1080 RFP-PRO-GFP cells, GFP/RFP ratio fluorescence, overnight; percent of plate control window, DMSO zero | GFP/RFP ratio change, % at 20 µM | 0.061% of 360,000 active;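 active = GFP/RFP ratio change of at least 30% with cell ATP level not reduced by more than half and red fluorescence within 50% of control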; also: strong numbers were not always called active
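Compound: 20 µM single dose, 1% DMSO / System: HT1080 RFP-PRO-GFP cells / Controls: DMSO and RFP-L50D-GFP cell wells / Read-out basis: GFP/RFP fluorescence ratio / Schedule: overnight compound exposure at 37 °C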
SKN-1 inh = C. elegans SKN-1 inhibition | 0.49% of 360,000 active | inhibition, % at 21.8 µM | C. elegans VP596 Pgst-4::GFP/RFP ratio, acrylamide-induced, 24 h;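 active = interference check ratio from 0.5 to 1.5 plus GFP to RFP signal ratio inhibition reaching or exceeding a fixed threshold, cut at about 30% in these data, passing the limit was not always enough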; also: some compounds called inactive have numbers as strong as hits
MsrA act = activates bovine MsrA enzyme. purified bovine MsrA, absorbance read-out. activation, % at 10.6 µM. 0.3% of 360,000 active; in the data active = activation above about 7.5%;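 also: 0% = vehicle and 100% = reference activator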
Rin1 Abl inh = inhibitors of human Rin1-Abl protein interaction; P00519+Q13671; TR-FRET Rin1/Abl binding, biochemical; inhibition, % at 7.35 µM; 0.4% of 360,000 active; in the data active = inhibition above about 5%, passing the limit was not always enough
PABP1 MLLE inh = inhibitors of microRNA-mediated deadenylation, human PABP1 MLLE binding; P11940; GST-MLLE / FITC-PAM2 fluorescence polarization; inhibition, % at 20 µM; 0.36% of 360,000 active; in the data active = inhibition above about 35%, passing the limit was not always enough;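 also: plate controls were DMSO wells with GST-MLLE for no effect and wells lacking GST-MLLE protein for full effect; some results filed as inactive read as strong as hits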
Neddyl block = blocks human cullin neddylation. P61081+Q13564. TR-FRET cullin neddylation, biochemical. calls only at 25 µM. 0.58% of 360,000 active; in the data active = inhibition above about 36%
NRP1-CendR mod = NRP-1/CendR interaction modulation; O14786; FAM-RPARPAR peptide binding to NRP-1, fluorescence polarization; inhibition, % at 25 µM; 0.85% of 360,000 active; AID 602438;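 active = inhibition or corrected inhibition above about 18%, plus a signal ratio from 0.5 to 1.5, limit read from the data, passing the limit was not always enough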; also: strong numbers were not always called active
FAS TE block = FAS thioesterase (human) inhibition. P49327. recombinant FAS-TE, OMFH fluorogenic substrate, fluorescence endpoint. inhibition, % at 15 µM. 0.67% of 360,000 active;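 active = compounds whose normalised, plate-corrected inhibition of enzyme fluorescence in the single-dose primary screen is 50% or more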;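 also: 0% = DMSO with enzyme and 100% = substrate without enzyme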
eLon inh = inhibitors of E. coli Lon protease | P0A9M0 | purified E. coli Lon protease, fluorescence polarization | inhibition, % at 7.94 µM | 0.42% of 360,000 active | AID 602123; in the data active = inhibition above about 13%, passing the limit was not always enough;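 also: 0% = enzyme with probe and DMSO and 100% = no enzyme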
Target sequence (P0A9M0 whole entry, looked up): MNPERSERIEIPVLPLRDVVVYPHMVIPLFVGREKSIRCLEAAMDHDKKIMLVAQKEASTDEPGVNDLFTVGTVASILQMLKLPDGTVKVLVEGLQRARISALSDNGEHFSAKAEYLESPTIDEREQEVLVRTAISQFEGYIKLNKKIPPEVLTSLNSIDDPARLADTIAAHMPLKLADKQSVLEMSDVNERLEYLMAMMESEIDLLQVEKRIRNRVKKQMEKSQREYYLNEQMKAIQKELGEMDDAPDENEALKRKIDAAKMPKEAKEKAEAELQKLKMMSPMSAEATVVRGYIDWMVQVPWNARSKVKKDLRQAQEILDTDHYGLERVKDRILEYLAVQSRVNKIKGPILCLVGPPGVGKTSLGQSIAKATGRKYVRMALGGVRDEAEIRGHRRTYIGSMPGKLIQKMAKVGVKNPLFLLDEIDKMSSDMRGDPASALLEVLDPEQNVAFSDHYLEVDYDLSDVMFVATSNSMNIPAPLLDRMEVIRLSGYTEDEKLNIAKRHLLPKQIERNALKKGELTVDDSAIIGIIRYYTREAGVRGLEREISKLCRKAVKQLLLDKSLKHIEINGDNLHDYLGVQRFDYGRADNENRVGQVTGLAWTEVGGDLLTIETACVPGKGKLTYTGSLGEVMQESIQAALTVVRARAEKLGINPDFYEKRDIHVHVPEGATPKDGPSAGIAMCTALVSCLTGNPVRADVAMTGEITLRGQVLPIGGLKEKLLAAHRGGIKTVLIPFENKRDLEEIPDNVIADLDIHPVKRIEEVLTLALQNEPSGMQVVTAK
* marks the source's active call; other numbers are inactive results; i = inactive; · = not tested or not shown.

SMILES | MT1-MMP act inh | SKN-1 inh | MsrA act | Rin1 Abl inh | PABP1 MLLE inh | Neddyl block | NRP1-CendR mod | FAS TE block | eLon inh
COc1cccc(CN2CC(C(=O)N(C)Cc3[nH]c4ccccc4c3C)CCC2=O)c1 (configuration not stated) | -6 | 10 | -3 | 2 | -5 | i | 2 | -1 | 0
CCOC(=O)C1CCN(C(=O)CN(c2ccc3c(c2)OCCO3)S(=O)(=O)c2ccccc2)CC1 | 0 | 11 | -1 | -1 | -23 | i | 21 | -1 | -2
Cn1c2c(c3ccccc31)CCSC2=O | -2 | 34 | -1 | -6 | 12 | i | -15 | 3 | 2
CCOC(=O)N1C(=O)NC(=O)C1c1ccc(Cl)cc1 (configuration not stated) | -2 | -2 | -6 | 3 | 4 | i | 16 | -10 | -13
CCCN=C1NC(=O)C(CC(=O)NCCc2ccc(OC)c(OC)c2)S1 (configuration not stated) | -2 | 7 | -3 | -3 | -30 | i | 7 | -8 | 4
CCCCCCCC(=O)NN=C1CCN(Cc2ccccc2)CC1 | 1 | 5 | 0 | 2 | -14 | i | 11 | -3 | 0
O=C(NCC(c1cccnc1)N1CCOCC1)Nc1ccccc1 (configuration not stated) | 7 | -36 | -1 | -1 | 3 | i | -12 | -4 | -8
Cc1ccc(C)n1-c1ccc(-c2ccn[nH]2)cc1 | -8 | 19 | -2 | -4 | -45 | i | -32 | -1 | -52
CCCC(=O)N1CCN(c2nc3ccc(CC)cc3s2)CC1 | 4 | 1 | -3 | 4 | 1 | i | 12 | -4 | 13
CCC(C)c1ccc(OCCn2ccnc2)cc1 (configuration not stated) | 0 | -3 | -4 | 2 | 2 | i | -11 | -8 | 1
CC(=O)Nc1ccc(C(=O)OCc2ccc(F)cc2Cl)cc1 | -2 | -4 | -3 | -3 | -12 | i | 2 | 4 | -3
CC(=O)NCCNc1nc2cc(-c3ccc4c(ccn4C)c3)sc2c(=O)n1C | 3 | 7 | -4 | -4 | -4 | i | -7 | -3 | -16
CSc1nc2ccc(NC(=O)C3=NNC(=O)CC3)cc2s1 | -2 | -7 | -5 | 1 | -38 | i | -6 | -9 | 3
COc1ccc(/C=C/C(=O)N2CCCc3ccccc32)cc1 | -5 | 11 | -3 | 3 | -4 | i | -14 | 9 | -2
CCC(C)(C)c1nnc(NC(=O)c2cccc([N+](=O)[O-])c2)s1 | 14 | -5 | -1 | -1 | 0 | i | 0 | 7 | -7
O=C(/C=C/c1ccco1)Nc1ccc(Oc2ccc(Cl)cc2)cc1 | -19 | 9 | 3 | -2 | -5 | i | 0 | 18 | -6
O=C(O)c1cccc(N2C(=O)c3cccnc3C2=O)c1 | 2 | 8 | 1 | -1 | 5 | i | -11 | 12 | 0
CN(C)c1ccc(/C=N/NC(=O)c2nonc2N)cc1[N+](=O)[O-] | 0 | 7 | -5 | -8 | 3 | i | 25* | 1 | -7
O=C(Cn1cnc2c(nnn2-c2cccc(Cl)c2)c1=O)NCc1ccccc1 | 0 | 11 | 0 | 0 | -12 | i | -9 | -3 | -4
COc1cc2c(cc1NC(=O)COC(=O)Cn1cnc3ccccc31)oc1ccccc12 | 11 | 20 | -8 | 0 | 1 | i | 5 | -6 | -7
Cc1cccc(C)c1OCC(=O)Nc1oc(-c2ccccc2)c(-c2ccccc2)c1C#N | -14 | -5 | -6 | 2 | 12 | i | -10 | 29 | 6
CCc1ncc(C(O)c2ccc(Cl)cc2)n1Cc1ccccc1 (configuration not stated) | 2 | -6 | -1 | 1 | -9 | i | 1 | -3 | -6
COc1ccc(OC)c(/C=C/C(=O)N2CCN(S(=O)(=O)c3ccc(C)cc3C)CC2)c1 | 0 | -15 | -1 | -5 | 5 | · | -2 | 28 | 11
COC(=O)c1ccc(C23CC4(C2)[C@H](CN(Cc2cccnc2)[C@@H]4c2ccccc2)C3c2ccccc2)cc1 (some centres not stated) | -10 | 8 | 1 | 2 | -17 | i | -56 | 7 | -11
CCCNC(=O)C(Cc1ccc(Br)cc1)NC(=O)c1ccc(C#N)cc1 (configuration not stated) | 0 | -13 | -7 | 2 | 9 | i | 6 | 35 | 1
O=C(Nc1ccc(Cl)cc1)c1cccc(NC2=NC3CS(=O)(=O)CC3S2)c1 (configuration not stated) | 0 | 7 | -6 | -6 | -136 | i | 1 | -7 | 5
CCOC(=O)C1=C(O)/C(=C/c2ccc(-c3ccccc3C(=O)O)o2)SC1=Nc1ccc(OC)cc1 | -27 | -30 | -7 | -2 | -75 | i | -119 | 2 | -17
CCC1Sc2ccc(S(=O)(=O)CCC(=O)Nc3ccccc3Cl)cc2NC1=O (configuration not stated) | 1 | 6 | -7 | -1 | -14 | i | 4 | 2 | 5
C=CCn1c(SCc2nc3ccccc3[nH]2)nnc1-c1ccccn1 | 6 | -5 | -1 | -1 | -7 | i | 0 | -2 | -2
COc1ccc2c(c1)CC(=O)NC=C2 | 2 | 1 | -4 | -1 | -12 | i | -14 | 0 | -4
O=C(c1ccc(Cl)s1)N1CCc2ccccc21 | -5 | 21 | -3 | -2 | 8 | i | -1 | 10 | -9
O=[N+]([O-])c1cccnc1S(=O)(=O)c1ccccc1 | -5 | 4 | 0 | 1 | 5 | i | 6 | 5 | -1
CC(C)CC(=O)Nc1ccc(Cc2ccncc2)cc1 | 1 | 0 | -5 | 0 | 3 | i | -2 | -2 | -6
CCC(=O)N(Cc1cc2cccc(C)c2[nH]c1=O)c1ccccc1OC | 9 | -19 | -2 | 3 | -8 | i | 9 | -6 | -8
O=C1OCc2ccc([N+](=O)[O-])cc21 | 5 | -8 | -2 | -2 | 0 | i | 14 | -5 | 2
COc1cnc(-c2ccccn2)nc1Oc1ccccc1Cl | 0 | -21 | 2 | -6 | 1 | i | 0 | -7 | -9
CC(C)n1nnnc1-c1cccc(Cl)c1 | -4 | -2 | -1 | -1 | 8 | i | 8 | -5 | -3
CC(C)c1cccc(C(C)C)c1NC(=O)OC1CCCCC1 | 1 | 8 | -1 | 2 | 9 | i | 8 | 8 | 0
O=C(NN1C(=O)/C(=C/c2cccs2)SC1=S)c1ccncc1 | 1 | 13 | -4 | -5 | -44 | i | -11 | -6 | 0
COc1ccc(CCNC(=O)CCN2C(=O)[C@@H]3Cc4ccccc4CN3C2=O)cc1OC | 5 | 0 | -1 | 0 | -16 | i | 5 | -5 | -3
CC1CCCCC1NC(=O)/C=C/c1nc2ccccc2s1 (configuration not stated) | 2 | 16 | -2 | -1 | -3 | i | -9 | -1 | 3
O=c1[nH]c2cc3c(cc2cc1C(c1nnnn1C1CCCCC1)N1CCSCC1)OCCO3 (configuration not stated) | -5 | 6 | -2 | 0 | -6 | i | -37 | -2 | 7
O=C(Nc1nccs1)C1CCN(S(=O)(=O)c2ccc(Cl)c(C(F)(F)F)c2)CC1 | -4 | 12 | 3 | 1 | 7 | i | 13 | 0 | 0
CCOc1ccc(S(=O)(=O)N2CCC(C(=O)NCc3ccncc3)CC2)cc1 | -1 | -1 | -4 | -1 | -3 | i | -8 | -3 | 13
CC(C)C(=O)NC(c1ccco1)c1ccc2cccnc2c1O (configuration not stated) | 1 | -1 | -3 | 4 | 9 | i | 5 | -1 | 7
Cc1sc2nc(CSCC(=O)N(C)c3ccccc3)[nH]c(=O)c2c1C | -9 | 8 | -1 | -2 | -49 | i | -62 | -25 | -20
CN(c1ccc([N+](=O)[O-])cc1/C=N/NC(=O)COc1ccccc1)C1CCCCC1 | 1 | -1 | 0 | -4 | -7 | i | 15 | 22 | -2
COc1ccccc1C1/C(=C(/O)c2ccccc2)C(=O)C(=O)N1CCO (configuration not stated) | 4 | 9 | 0 | 3 | 14 | i | 14 | -4 | 0
CS(=O)(=O)N1CCC(Oc2cccc(C(=O)NCCCC3CCCC3)c2)CC1 | 6 | 2 | -6 | 4 | 8 | i | -2 | 12 | -11
CCOc1ccc(C(=O)/C=C/Nc2ccc(S(=O)(=O)N=C(N)N)cc2)cc1 | 5 | 4 | -3 | 1 | 2 | i | -1 | -6 | -9

Reformatted: results already given.
SMILES	MT1-MMP act inh	SKN-1 inh	MsrA act	Rin1 Abl inh	PABP1 MLLE inh	Neddyl block	NRP1-CendR mod	FAS TE block	eLon inh
O=C(Nc1nccs1)C1CCN(S(=O)(=O)c2ccc(Cl)c(C(F)(F)F)c2)CC1	-4	12	3	1	7	i	13	0	0
CCOc1ccc(S(=O)(=O)N2CCC(C(=O)NCc3ccncc3)CC2)cc1	-1	-1	-4	-1	-3	i	-8	-3	13
CC(C)C(=O)NC(c1ccco1)c1ccc2cccnc2c1O (configuration not stated)	1	-1	-3	4	9	i	5	-1	7
Cc1sc2nc(CSCC(=O)N(C)c3ccccc3)[nH]c(=O)c2c1C	-9	8	-1	-2	-49	i	-62	-25	-20

(cont.)
SMILES | MT1-MMP act inh | SKN-1 inh | MsrA act | Rin1 Abl inh | PABP1 MLLE inh | Neddyl block | NRP1-CendR mod | FAS TE block | eLon inh
CCOc1ccc(C(=O)CCNC(Cc2cnc[nH]2)C(=O)O)cc1 (configuration not stated) | -5 | 4 | -2 | -2 | -24 | i | -2 | -8 | 2
COC(=O)c1c(-c2ccc(OC)cc2)sc2cc(OC)c(OC)cc12 | 0 | 9 | -2 | 3 | 0 | · | 6 | 25 | 8
COC(=O)CSc1cnc2ccccc2n1 | 1 | 6 | -1 | 1 | -5 | i | 3 | -8 | 6
CC(C)(C)c1ccccc1NC(=O)CN1C(=O)NC2(CCCC2)C1=O | 0 | -4 | -3 | -1 | -1 | i | 1 | -7 | 5
Cc1cc(C)n2nc(SCN3C(=O)c4ccccc4C3=O)nc2n1 | 1 | 6 | -3 | -2 | 24 | i | -10 | -3 | -7
Oc1ccccc1-c1nnc(-c2ccc(C(F)(F)F)cc2)o1 | 2 | 6 | -8 | 1 | -10 | i | 9 | -3 | -9
CCCc1nc2ccccc2c(C(=O)OCC(=O)NC2CC2)c1CC | 1 | 4 | -3 | 3 | 10 | i | 7 | 1 | -14
COc1cc2nc(CN3CCC(Cc4ccccc4)CC3)[nH]c(=O)c2cc1OC | 3 | 2 | 3 | -1 | -14 | i | -2 | 4 | -5
O=C(NN=C1CCCCCC1)C(=O)Nc1cccc(Br)c1 | 2 | 0 | -3 | 1 | 4 | i | -4 | -1 | -5
CC(=O)Nc1nnc(-c2c(-c3ccccc3Cl)noc2C)o1 | 5 | 16 | 0 | 0 | 3 | i | 10 | -2 | 1
CCN(CC)S(=O)(=O)c1ccc(S(=O)(=O)N(CC(=O)Nc2ccccc2)Cc2ccco2)cc1 | 8 | -9 | -5 | -5 | -7 | i | 8 | 26 | 4
CC(CCc1ccccc1)NC(=O)c1cnc(Cl)c(Cl)c1 (configuration not stated) | 2 | 12 | 0 | 2 | -18 | i | 3 | 27 | -10
Cc1ccc(-c2c[n+](CC(=O)Nc3ccc(C)cc3C)c3n2CCC3)cc1 | -2 | -10 | -2 | -2 | 7 | i | 12 | -5 | -3
CC(C)NC(=O)COC(=O)c1ccc(Oc2ccccc2)cc1 | 0 | -5 | -4 | -5 | -6 | i | -10 | -4 | 0
CCC(C)(C)NC(=O)CN(C(=O)CCC(=O)Nc1ccccn1)c1ccc(F)c(Cl)c1 | 2 | -9 | 0 | 1 | 0 | i | 1 | 11 | 0
CC(=O)c1ccc(/C=C/c2nc3ccccc3n2C)o1 | -5 | 6 | 6 | -7 | 5 | · | -10 | -7 | 0
COc1cc(C2C3=C(CC(C)(C)CC3=O)N(C)C3=C2C(=O)CC(C)(C)C3)cc(Br)c1O | -4 | 1 | -1 | 0 | 19 | i | 18 | 2 | -4
Cc1cccc(C)c1OCC(=O)Nc1cccc(NC(=O)c2ccco2)c1 | -1 | -17 | 0 | 0 | -13 | i | 4 | 7 | -4
Cc1ccc(S(=O)(=O)NCCNC(C)c2ccc(Br)cc2)cc1 (configuration not stated) | -2 | 3 | -1 | 3 | -8 | i | 1 | 5 | -5
